# Compound activity (PubChem BioAssay)
# APOBEC3A inh: blocks human APOBEC3A ssDNA deamination | recombinant A3A, FAM/TAMRA ssDNA deamination fluorescence | inhibition, % at 20 µM | actives 0.41% (n = 330,000) | AID 493011;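 active = at least 40% inhibition at 20 µM here, with at most 30% in a related deaminase screen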;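 also: plate controls were A3A with DMSO for no effect and wells lacking A3A enzyme for full effect; some results filed as inactive read as strong as hits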
# Target sequence (P31941 whole entry, looked up): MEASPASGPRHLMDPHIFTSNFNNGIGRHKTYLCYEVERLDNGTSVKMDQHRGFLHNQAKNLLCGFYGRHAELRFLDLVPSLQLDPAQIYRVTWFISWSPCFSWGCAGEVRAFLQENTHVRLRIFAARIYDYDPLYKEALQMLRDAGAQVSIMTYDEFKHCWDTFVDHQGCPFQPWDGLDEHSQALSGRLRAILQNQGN
# tim10-1 inh: tim10-1 yeast growth inhibition; S. cerevisiae tim10-1 ts strain growth, BacTiter-Glo, 24 h; inhibition, % at 20 µM; actives 2.2% (n = 330,000);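 active = inhibition of at least 40%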;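 also: mutant grown at 25 °C; 0% = DMSO wells with yeast and 100% = wells holding no yeast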
# MIN6 prolif: inducers of beta-cell replication in MIN6 cells | MIN6 cells proliferation, ATPlite luminescence, 48 h; cells starved in 0.2% serum; 100% = growth in 10% serum | proliferation, % at 10 µM | actives 0.29% (n = 330,000) | AID 2380;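 active = compounds whose signal lies at least 3.5 SD above the mean of all wells on their plate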;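 also: 0% = DMSO-treated cells in low-serum medium and 100% = 10% serum control; some compounds called inactive have numbers as strong as hits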
# mIAP act: mouse IAP activation. muIAP, CDP-Star luminescence, 30 min; active compounds read high; 1 = vehicle-only enzyme signal, 0 = enzyme-free wells. actives 0.24% (n = 330,000). AID 2805. activation factor at 10 µM;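 active = activation factor of at least 2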; also: the source names both 10 and 20 µM as test concentration; values of inactives mirror those of a sister screen read the other way
#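 System: mouse IAP enzyme. Reagent: CDP-Star chemiluminescent phosphatase substrate. Benchmarks: DMSO wells, no-enzyme wells. Times: 30 min enzyme-substrate-compound incubation at room temperature. Detection: luminescence from enzymatic CDP-Star hydrolysis. Doses: test compounds delivered from DMSO solution.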
# NALP3 yeast inh: NALP3 inhibition in yeast. inhibition, % at 10 µM. Yeast reconstituted NLRP3/ASC/caspase-1, beta-gal luminescence, 24 h. actives 0.39% (n = 330,000);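 active = inhibition of 50% or more; inactive = inhibition below 50%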;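 also: plate controls were induced DMSO wells for no effect and uninduced yeast grown without galactose for full effect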
# TIM10 inh: growth inhibitors of TIM10 yeast strain | S. cerevisiae TIM10 strain growth, BacTiter-Glo luminescence, 24 h | inhibition, % at 10 µM | actives 1.4% (n = 330,000);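 active = inhibition of 40% or more at the single tested concentration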;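 also: wild-type TIM10 isogenic control strain grown at permissive 25 °C; 0% = DMSO yeast wells and 100% = minimal medium wells without yeast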
# mIAP block: mouse IAP inhibition. purified mouse IAP, CDP-Star luminescence, 30 min. inhibition, % at 10 µM. actives 0.2% (n = 330,000);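 active = inhibition of at least 40% at 10 µM in the primary screen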;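 also: plate controls were DMSO with enzyme for no effect and no enzyme wells for full effect; values of inactives mirror those of a sister screen read the other way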
# hIAP inh: human IAP inhibition | purified IAP, CDP-Star luminescence, 30 min | inhibition, % at 10 µM | P09923 | actives 0.12% (n = 330,000) | AID 2544;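 active = inhibition reaching a set limit with compound at 10 µM in the primary screen, cut at about 35% in these data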;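 also: plate controls were DMSO wells with enzyme for no effect and no-enzyme buffer wells for full effect; values of inactives mirror those of a sister screen read the other way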
# Target sequence (P09923 whole entry, looked up): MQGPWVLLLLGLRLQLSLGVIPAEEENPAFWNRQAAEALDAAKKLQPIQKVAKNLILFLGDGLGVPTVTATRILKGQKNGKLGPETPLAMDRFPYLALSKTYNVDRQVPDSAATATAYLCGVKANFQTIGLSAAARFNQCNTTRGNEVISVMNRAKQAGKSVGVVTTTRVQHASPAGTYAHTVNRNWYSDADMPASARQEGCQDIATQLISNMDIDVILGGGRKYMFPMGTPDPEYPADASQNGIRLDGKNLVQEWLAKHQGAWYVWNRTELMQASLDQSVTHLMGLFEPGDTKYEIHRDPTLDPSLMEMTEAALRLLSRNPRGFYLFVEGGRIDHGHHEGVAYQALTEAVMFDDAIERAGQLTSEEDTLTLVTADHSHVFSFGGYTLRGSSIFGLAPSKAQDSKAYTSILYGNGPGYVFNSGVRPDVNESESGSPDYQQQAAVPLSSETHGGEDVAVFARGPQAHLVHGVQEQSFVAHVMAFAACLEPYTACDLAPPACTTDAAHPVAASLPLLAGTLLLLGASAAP
# APOBEC3G inh: blocks human APOBEC3G single-stranded DNA deamination; recombinant A3G, ssDNA deamination FAM/TAMRA fluorescence; actives 0.28% (n = 330,000); inhibition, % at 20 µM;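 active = inhibition of at least 40% at 20 µM, with no more than 30% in the related APOBEC3A deaminase screen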;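 also: plate controls were DMSO wells with A3G for no effect and wells lacking A3G enzyme for full effect; some compounds called inactive have numbers as strong as hits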
# Target sequence (Q9HC16 whole entry, looked up): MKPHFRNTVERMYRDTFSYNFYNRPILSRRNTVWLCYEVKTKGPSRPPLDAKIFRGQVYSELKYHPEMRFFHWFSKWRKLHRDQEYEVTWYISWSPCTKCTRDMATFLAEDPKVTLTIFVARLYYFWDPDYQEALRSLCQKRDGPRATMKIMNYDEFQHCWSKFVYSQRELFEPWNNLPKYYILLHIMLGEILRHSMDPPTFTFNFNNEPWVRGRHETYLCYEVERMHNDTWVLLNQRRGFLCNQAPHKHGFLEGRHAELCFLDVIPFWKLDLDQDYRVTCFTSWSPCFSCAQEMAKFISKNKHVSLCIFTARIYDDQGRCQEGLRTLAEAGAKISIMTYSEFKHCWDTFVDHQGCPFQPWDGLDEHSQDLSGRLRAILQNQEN
# * marks the source's active call; other numbers are inactive results; x = not tested or not shown.
SMILES,APOBEC3A inh,tim10-1 inh,MIN6 prolif,mIAP act,NALP3 yeast inh,TIM10 inh,mIAP block,hIAP inh,APOBEC3G inh
CCCCn1c(-c2ccsc2)nc2c1c(=O)[nH]c(=O)n2CCC,-2,23,1,1.1,-1,0,-5,15,-3
O=C(NCCCN1CCCC1)c1cc(Sc2ccc(F)cc2)nc2ccccc12,4,7,-1,0.96,-1,3,4,-1,-5
Cc1cccc(C(=O)N2CCc3c([nH]c4ccccc34)C2CC(C)C)n1 (stereo not drawn),-2,11,-1,0.97,0,-17,3,-5,-4
CCCCn1c(N)c(N(CCC(C)C)C(=O)Cc2ccc(S(=O)(=O)N3CCOCC3)s2)c(=O)[nH]c1=O,2,7,-2,1,11,6,-3,-2,-1
COc1cccc(C2C(C#N)=C(N)Oc3cc(N)ccc32)c1OC (stereo not drawn),-3,15,0,1.1,0,2,-8,-6,-13
CCCCN1C(=N)N([C@@H](CCC)CN2CCC[C@H]2CN2C(N)=NC[C@H]2CC(C)C)C[C@H]1Cc1ccccc1,-3,-17,-1,1.4,5,3,-40,-13,-4
Cc1c(C(=O)N(C)Cc2ccccc2)oc2c(Cl)cccc12,2,15,-1,1,8,4,-4,5,-4
CCCOC(=O)C1=C(C)NC2=C(C(=O)C(C(=O)OC)C(C)C2)C1c1ccc(N(C)C)cc1 (stereo not drawn),0,22,-1,0.9,8,11,10,1,-2
CCN(CC)CCNC(=O)CNC(=S)N(CCCN1CCOCC1)Cc1cccs1,2,2,-3,0.89,-2,0,11,-10,-1
CC(C)Oc1ccc(NC(=O)C2CCCNC2=O)cc1 (stereo not drawn),-1,-5,-3,0.99,2,-5,1,5,0
CCCC(NC(=O)COc1cc2c(c3oc(=O)c(C)c(C)c13)CCC(C)(C)O2)C(=O)O (stereo not drawn),4,6,-1,0.99,1,9,1,-19,-1
CCN(CC(=O)Nc1c(F)cccc1F)C(=O)CCCc1nc2ccccc2c(=O)[nH]1,2,4,-3,1.1,12,-3,-9,7,2
Cc1nn(Cc2ccc(Cl)cc2)c2sc(C(=O)OCC(N)=O)cc12,8,16,0,1.3,14,4,-29,-10,3
Cc1ccc(-c2nc3ncccn3c2NC2CCCC2)o1,-2,32,0,0.97,23,-13,3,5,-6
Cc1ccc(S(=O)(=O)N(Cc2ccccc2F)C(=O)N2CCN(C)CC2)cc1,-4,4,3,0.93,20,-3,8,8,-12
C[C@@H]1CN([C@@H](C)CO)C(=O)c2cccc(NC(=O)c3ccncc3)c2O[C@@H]1CN(C)Cc1ccc(-c2ccccc2)cc1,0,-11,0,0.96,6,0,4,-6,4
Fc1ccc(-c2cnc3n2CCCCC3)cc1,3,-1,-4,0.97,-3,7,3,-4,-12
COc1cc(C2SCC(=O)N2Cc2ccccc2)cc(OC)c1OC (stereo not drawn),-1,23,-2,1,10,18,-1,-4,-7
C[C@H]1CN([C@@H](C)CO)C(=O)c2cc(NC(=O)C3CCCCC3)ccc2O[C@H]1CN(C)S(=O)(=O)c1ccccc1,-5,6,0,1.1,24,0,-7,13,-6
O=C(Nc1ccc2c(c1)OCO2)NC1(C(F)(F)F)Oc2ccccc2O1,-1,18,-5,0.91,24,13,9,6,6
COc1ccc(NC(=O)/C(=C/c2ccc3c(c2)OCO3)NC(C)=O)cc1,-2,8,-1,0.92,-9,9,8,26,-4
CCOC(=O)c1c(/N=C/C2C(=O)CCCC2=O)sc(C)c1C,-1,8,0,0.95,11,3,5,2,-2
Cc1cccc(C)c1NC(=O)CSc1nc2ccccc2c(=O)[nH]1,-1,19,-3,0.99,1,14,1,-3,-9
Cc1cc(NC(=O)COC(=O)c2cc(S(=O)(=O)N(C)c3ccccc3)ccc2Cl)no1,0,-19,-1,1.1,14,-20,-6,8,-3
Clc1ccccc1SCc1nc2ccccc2[nH]1,3,10,-3,1.1,35,19,-6,4,-3
O=C(c1ccc(COc2ccccc2Cl)o1)N1N=C(C(F)F)CC1(O)C(F)F (stereo not drawn),0,15,-2,0.87,21,29,13,6,-3
COc1ccc(NC(=S)N2CCC(C(=O)c3ccc(F)cc3)CC2)c(OC)c1,-13,17,-1,1,34,-1,-4,0,-12
COC(=O)c1ccc(NS(=O)(=O)c2ccc(OC)cc2)cc1,2,23,-2,1,11,1,-2,14,-2
O=C(COC(=O)c1ccc(O)cc1O)NNC(=O)c1cccs1,-1,0,2,0.88,11,4,12,-3,-5
O=C(COC(=O)C12CC3CC(CC(Br)(C3)C1)C2)Nc1ccc2[nH]c(=O)[nH]c2c1,4,1,0,1.1,6,-39,-8,-23,8
CCC(=O)NNC(=O)CCC(=O)Nc1ccc(C)cc1C,-1,-2,-1,1.1,9,5,-6,-2,-2
Cc1c(Cl)cccc1NC(=O)CSc1ncnc2c1cnn2CCc1ccccc1,-1,12,-1,1,-1,-10,-2,-6,-5
Nc1ccc(N=Nc2ccc(N)cc2)cc1,-2,2,-3,0.91,35,1,9,18,-4
CC(=O)c1ccc(NC(=O)C2CCCNC2=O)cc1 (stereo not drawn),-1,12,0,1,-1,11,-1,20,-9
NC(=O)C1CCN(c2nc(-c3ccccc3F)cs2)CC1,-4,14,-1,0.86,17,4,14,13,-6
CC1CN(CCCCOc2ccc(F)cc2)CC(C)O1 (stereo not drawn),-3,-32,-1,1.1,-19,0,-8,16,-7
O=c1c2ccccc2oc2ccc(NCCCN3CCOCC3)cc12,-1,26,1,1.1,11,10,-13,3,-8
CCOc1ccc(N(CC(=O)NCC2CCCO2)S(=O)(=O)c2ccc(SC)cc2)cc1 (stereo not drawn),1,21,0,0.96,3,2,4,7,-2
Cc1cc(-c2nn(-c3ccccc3F)cc2CN2CCC(O)CC2)c(C)s1,2,-9,2,0.93,10,-2,7,6,-3
COc1ccc(C(=O)N2CCN(C(C)=O)CC2)cc1S(=O)(=O)N1CCOCC1,-1,2,-4,0.96,21,6,4,-9,-3

# Shown with two lines to a compound: two of the compounds above
# Below each SMILES: APOBEC3A inh, tim10-1 inh, MIN6 prolif, mIAP act, NALP3 yeast inh, TIM10 inh, mIAP block, hIAP inh, APOBEC3G inh
- COc1ccc(NC(=O)/C(=C/c2ccc3c(c2)OCO3)NC(C)=O)cc1
 : -2, 8, -1, 0.92, -9, 9, 8, 26, -4
- Cc1cc(-c2nn(-c3ccccc3F)cc2CN2CCC(O)CC2)c(C)s1
 : 2, -9, 2, 0.93, 10, -2, 7, 6, -3

# Later entries
SMILES,APOBEC3A inh,tim10-1 inh,MIN6 prolif,mIAP act,NALP3 yeast inh,TIM10 inh,mIAP block,hIAP inh,APOBEC3G inh
CC(=O)N=c1cccc(NC(C)=O)n1O,-1,15,-1,0.98,13,8,2,-11,-6
COc1cc(/C=C(/NC(=O)c2ccccc2)C(=O)Nc2ccccc2)c([N+](=O)[O-])cc1OC,3,-8,-1,0.92,4,-10,8,-12,2
Cc1sc2ncn(CC(=O)N3CCN(c4ccccn4)CC3)c(=O)c2c1S(=O)(=O)N1CCC(C)CC1,-3,7,1,0.97,10,-6,3,-2,-9
c1ccn2c(Cc3nnc4ccccn34)nnc2c1,1,0,-4,1,15,-8,-5,16,0
Cc1cc(SCC(=O)c2ccccc2)n2ncc(-c3ccccc3)c2n1,-2,28,-4,0.87,27,25,13,9,-4
CS(=O)(=O)c1ccc(Cl)c(NC(=O)CSc2nc3ccccc3c(=O)n2CCCN2CCOCC2)c1,3,15,-2,1,-2,14,-3,5,0
Cc1ccc(N2CC(C(=O)N3CCc4ccccc43)CC2=O)cc1 (stereo not drawn),-4,-6,-1,1,21,1,0,-18,2
CCCn1c(N2CCN(Cc3ccc(Cl)cc3)CC2)nc2ccccc21,1,28,-4,0.97,7,33,3,-2,-5
O=C(Oc1cccc2ccccc12)c1ccco1,-1,24,-4,0.9,5,18,10,7,-6
CCn1c(SCc2nc3ccccc3s2)nnc1-c1ccccc1,4,0,1,0.96,8,16,4,-13,-3
O=c1oc2ccccc2nc1/C=C(O)/C=C/c1ccc(F)cc1,-5,41*,-6,1,5,56*,-5,-8,-3
COc1ccc(-c2noc(CCCCC(=O)N3CCN(c4cc(C)ccc4C)CC3)n2)cc1,2,10,x,1.1,x,-7,-2,x,4
CCOC(=O)c1c(NC(=O)COc2ncnc3ccccc23)sc(C)c1C,-6,15,-6,0.96,13,-6,4,4,-5
COc1ccc(-n2c(=S)[nH]c3cc(C(=O)Nc4cc(C(N)=O)ccc4OC)ccc3c2=O)c(OC)c1,-3,-36,-2,0.96,15,-27,4,13,-5
COC(=O)c1ccccc1NC(=O)N1CCN(C(=O)c2ccco2)CC1,-2,18,0,1,-1,12,-1,8,-3
c1ccc(C2Oc3ccccc3C3CC(c4cccs4)=NN32)cc1 (stereo not drawn),-1,-6,0,0.99,16,29,1,10,-3
N#C/C(=C\c1ccco1)Sc1nc2ccccc2s1,-1,50*,-4,0.93,49,56*,7,14,-1
O=C(C1CCCN(S(=O)(=O)c2ccccc2)C1)N1CCN(c2ncccn2)CC1 (stereo not drawn),-2,19,-2,0.94,6,29,6,9,-4
O=C(CNC(=O)/C(=C\c1ccc(Br)cc1)NC(=O)c1ccccc1)OCc1ccccc1,1,1,-4,0.94,15,20,6,0,1
COc1cc2c(cc1OC)-c1cc(Nc3ccc(N(C)C)cc3)nc(=O)n1CC2,-5,1,0,1.2,9,-8,-19,0,-3
COc1cccc(-n2nnc3c(=O)n(CC(=O)NC4CCCC4)cnc32)c1,-6,0,-1,1.1,-9,6,-5,-6,-3
CSc1nc2ccccc2n1C(=O)NC1CCCCC1,0,16,-3,1.1,23,-2,-12,-14,-7
Cc1ccccc1NC(=O)CCN1CCN(C/C=C/c2ccccc2)CC1,4,1,-1,1.1,10,12,-10,0,1
O=C(c1ccccn1)N1CCN(c2ccc(C(F)(F)F)cn2)CC1,-2,15,1,0.98,-3,-16,2,-18,-5
CCOc1ccc(OCCNC(=O)c2oc3ccccc3c2COC)cc1,-2,15,-2,0.99,20,14,1,13,-6
CCOC(=O)C1CCN(CC(=O)c2c(C)n(C)c3ccc(OC)cc23)CC1,7,2,0,0.97,12,2,3,-2,-1
Cc1noc(C(=O)Nc2ccc(F)cc2F)c1Cl,-5,2,-2,0.95,3,14,5,6,-6
O=C(NCc1ccccn1)c1ccc2c(=O)n(CCc3ccccc3)c(=O)[nH]c2c1,-1,-20,-1,0.96,-20,-20,4,-7,-4
O=C1CSC(c2ccccn2)N1c1cccc(Cl)c1 (stereo not drawn),-2,5,-2,1,0,-14,-2,-13,-8
Cc1nc2scc(C)n2c(=O)c1S(=O)(=O)N1CCN(c2ccc(F)cc2)CC1,0,11,2,1,-3,3,0,2,5
O=C(/C=C/c1ccco1)NC(=S)NNC(=O)c1ccco1,7,1,-1,0.51,20,-3,49*,-48,6
CCc1ccc(NC(=O)CSc2nc3ccccc3c(=O)n2CCCC(=O)NCCCN2CCOCC2)cc1,-3,-4,-3,1.1,6,0,-12,-23,-6
Cc1cc(=O)oc2c(C(=O)/C=C\c3cccs3)c(O)ccc12,1,54*,-3,1,14,56*,-4,14,-2
CN(C)S(=O)(=O)c1cccc(-c2nnc(SCc3ccc4c(c3)OCCO4)o2)c1,0,15,-3,0.89,6,18,12,8,-3

# 2 entries picked at random from the list so far, as already listed:
SMILES,APOBEC3A inh,tim10-1 inh,MIN6 prolif,mIAP act,NALP3 yeast inh,TIM10 inh,mIAP block,hIAP inh,APOBEC3G inh
Cc1cc(=O)oc2c(C(=O)/C=C\c3cccs3)c(O)ccc12,1,54*,-3,1,14,56*,-4,14,-2
O=C(/C=C/c1ccco1)NC(=S)NNC(=O)c1ccco1,7,1,-1,0.51,20,-3,49*,-48,6
